aSyn rescue = rescues yeast growth from alpha-synuclein toxicity; Yeast expressing alpha-synuclein, growth rescue, BacTiter-Glo, 24 h; 370,000 tested, 0.14% active; Potency, µM (titrated, usually from 46.1 µM), without a hit: top-dose growth rescue (activation), hits mostly activators; AID 652106; further: % of control where 0% means no effect; nearly all actives have a fitted effect of over 65% in size
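Readout is rescue of growth in alpha-synuclein-expressing yeast, so inhibitors of toxicity appear as activators. Growth after 24 hr at 30 deg C in galactose medium is quantified by luminescence.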
EPAC1 antagonist = blocks human EPAC1 exchange factor. 360,000 tested, 0.14% active. AID 720709. Potency, µM (series often up to 115 µM), without a hit: at the highest dose activity change, negative = inhibition, actives largely listed as inhibitors. EPAC1 GEF assay, Rap1b-BODIPY-GDP exchange fluorescence;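 further: plate controls were vehicle for no effect and positive control for full effect; nearly all actives have a fitted effect of over 50% in size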
FUS yeast rescue = FUS proteinopathy suppression in yeast; S. cerevisiae FUS-expressing, growth rescue, OD600, 24 h; Potency, µM (highest dose often 76.6 µM), for inactives: top-dose growth rescue (activation), usual class: activators; 390,000 tested, 0.24% active; AID 1347120;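 further: plate controls were DMSO vehicle for no effect and reference control for full effect; nearly all actives have a fitted effect of over 55% in size; some results filed as inactive show a strong effect at the top dose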
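Steps: raffinose overnight preculture; dilution to OD 0.005 in 2% galactose minimal medium; compound addition (concentration series); 24hr at 30C, 99% humidity; absorbance read at 600 nm.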
EPAC1 ag = EPAC1 (human) agonism. 360,000 tested, 0.073% active. EPAC1 agonist qHTS, biochemical assay; response scale: 100% = response to 6.5 mM cAMP. O95398. Potency, µM (doses to about 154 µM), for inactives: at the top dose activation, hits mostly activators; further: nearly all actives have a fitted effect of over 60% in size
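Nucleotide exchange by EPAC1 (100 nM) on Rap1B–BODIPY-GDP (250 nM) in the presence of 50 uM GDP is tracked fluorescently at 480/540 nm over 30 min. Signals are normalized to a 6.5 mM cAMP control.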
EPAC2 antag = antagonists of human EPAC2; Potency, µM (titrated, usually from 114 µM), inactives show at the top dose activity, negative = inhibition, usual class: inhibitors; EPAC2 GEF exchange of Rap1B-BODIPY-GDP, fluorescence; AID 720708; Q8WZA2; 360,000 tested, 0.18% active; further: on the % scale 0 is the no-effect control and ±100 the full control effect; nearly all actives have a fitted effect of over 45% in size; many of its hits are not listed in these tables
Target sequence (Q8WZA2 whole entry, looked up): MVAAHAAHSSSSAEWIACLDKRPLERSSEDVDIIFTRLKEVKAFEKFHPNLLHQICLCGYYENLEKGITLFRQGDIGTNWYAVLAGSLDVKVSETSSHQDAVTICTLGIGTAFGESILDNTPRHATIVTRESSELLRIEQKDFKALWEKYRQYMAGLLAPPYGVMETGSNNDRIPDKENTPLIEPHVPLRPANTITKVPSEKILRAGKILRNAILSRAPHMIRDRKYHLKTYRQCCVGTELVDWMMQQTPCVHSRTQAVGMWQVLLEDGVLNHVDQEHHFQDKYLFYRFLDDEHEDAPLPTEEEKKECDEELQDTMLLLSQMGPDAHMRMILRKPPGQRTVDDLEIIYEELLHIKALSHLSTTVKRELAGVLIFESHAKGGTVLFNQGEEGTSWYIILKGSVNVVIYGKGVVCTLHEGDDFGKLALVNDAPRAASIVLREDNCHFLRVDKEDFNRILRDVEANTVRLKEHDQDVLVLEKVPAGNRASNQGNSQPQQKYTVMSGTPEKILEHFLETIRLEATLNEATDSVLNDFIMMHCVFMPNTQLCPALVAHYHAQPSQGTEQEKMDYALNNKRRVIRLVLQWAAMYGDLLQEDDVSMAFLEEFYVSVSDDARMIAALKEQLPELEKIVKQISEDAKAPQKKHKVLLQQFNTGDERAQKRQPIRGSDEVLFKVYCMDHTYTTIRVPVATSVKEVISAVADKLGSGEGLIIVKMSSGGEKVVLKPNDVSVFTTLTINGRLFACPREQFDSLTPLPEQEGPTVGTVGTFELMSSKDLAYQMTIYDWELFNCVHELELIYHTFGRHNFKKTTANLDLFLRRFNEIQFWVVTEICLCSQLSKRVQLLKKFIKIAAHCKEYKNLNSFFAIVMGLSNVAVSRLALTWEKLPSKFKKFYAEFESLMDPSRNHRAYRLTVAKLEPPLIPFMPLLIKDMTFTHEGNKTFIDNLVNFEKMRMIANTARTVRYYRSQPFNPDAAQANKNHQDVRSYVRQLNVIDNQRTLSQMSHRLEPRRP
TDP43 rescue = TDP-43 toxicity inhibition in yeast. Potency, µM (titrated, usually from 46.1 µM), without a hit: top-dose growth rescue (activation), hits mostly activators. 410,000 tested, 1.8% active. TDP-43 expressing yeast growth rescue, BacTiter-Glo, 24 h; further: % of control where 0% means no effect; nearly all actives have a fitted effect of over 50% in size
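In this qHTS, compounds that restore growth of yeast expressing TDP-43 appear as activators. Cells (OD600=0.02, galactose medium, raffinose-pregrown) are incubated with compound 24 hr at 30 deg C and growth is quantified by BacTiter-Glo.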
EPAC2 agonist = activates human EPAC2 exchange factor. AID 720711. Potency, µM (doses to about 154 µM), for inactives: top-dose activation, hits mostly activators. Q8WZA2. EPAC2 activation, biochemical qHTS; response scale: 100% = 6.5 mM cAMP response. 360,000 tested, 0.079% active; further: nearly all actives have a fitted effect of over 50% in size
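Nucleotide exchange monitored as fluorescence drop when BODIPY-GDP leaves Rap1B. Reaction: 100 nM EPAC2, 250 nM RAP1B-BODIPY-GDP, 50 uM GDP, room temperature, kinetic read over 30 min. Activity expressed relative to 6.5 mM cAMP.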
PTHR1 ag = agonists of human PTHR1 parathyroid hormone receptor; 410,000 tested, 0.075% active; Potency, µM (doses to about 115 µM), for inactives: at the top dose activation, hits mostly activators; Q03431; AID 743266; HEK293 GP2 PTHR1 cells, GloSensor cAMP luminescence, 1 h; further: nearly all actives have a fitted effect of over 55% in size; some results filed as inactive show a strong effect at the top dose; inactives centre near -15; many of its hits are not listed in these tables
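HEK-293-derived GP2 cells expressing PTHR1 and a GloSensor cAMP reporter, 3,000/well, plated overnight, given luciferin plus IBMX (each 0.5 mM as added) for 1 h at 37 °C, then compound for 1 h at 37 °C. Luminescence was read after 15 min at room temperature.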
* marks the source's active call; other numbers are inactive results; i = inactive; ? = inconclusive; . = not tested or not shown; [ ] = another dose, or the depositor's remark. The call rests on the fitted dose curve; in most records, active means well fitted curve in the direction sought with a large enough effect; inconclusive means small, poorly fitted or top-dose-only effect, or another doubt; inactive means no such curve, though single readings can be large; an effect the other way counts as inactive or inconclusive. Potency means the concentration at half of the fitted maximal effect. A portion of the library; count on the stated rates, not on these rows.

No. | structure | aSyn rescue | EPAC1 antagonist | FUS yeast rescue | EPAC1 ag
1 | CCc1cc(=O)oc2cc(OCC(=O)NCCN3CCOCC3)c(Cl)cc12 | -1.0% | -5.8% | 2.9% | -6.5%
2 | COc1ccc(N2CC(C(=O)N/N=C/c3ccc(C)cc3)CC2=O)cc1 (configuration not stated) | 6.6% | 1.8% | 0.1% | -2.6%
3 | O=C(CN1CCN(c2ccc(O)cc2)CC1)NC(c1ccccc1)c1ccccc1 | 8.0% | 2.5% | 37.2% | 13.7%
4 | Cc1[nH]nc(-c2ccc(OCc3cnn(-c4ccccc4)c3)cc2O)c1Oc1ccc(Cl)cc1 | -1.5% | -9.1% | 10.2% | 3.9%
5 | CCOc1ccccc1/C=N/NC(=O)c1nnn(-c2nonc2N)c1CN1CCCCCC1 | -1.5% | -21.4% | 26.7% | -7.9%
6 | CCCOC(=O)c1ccc(NC(=O)C(CC)CC)cc1 | -0.2% | -7.9% | -4.5% | 0.6%
7 | CCOc1ccccc1NC(=O)c1cc(-c2cc(OC)c(OC)c(OC)c2)nc2ccccc12 | 9.0% | -7.6% | 18.2% | 1.9%
8 | O=C(c1ccc(N2C(=O)c3ccccc3C2=O)cc1)N1CCN(S(=O)(=O)c2ccccc2F)CC1 | 3.1% | -10.0% | 28.2µM* | -0.3%
9 | CCOC(=O)C1CCCN(c2ccc(NC(=O)c3snc4c(=O)[nH]c(C)nc34)cc2)C1 (configuration not stated) | 0.3% | 7.6% | 25.9% | -2.3%
10 | O=C1CN(C(=S)NC(=O)c2ccccc2[N+](=O)[O-])CCN1 | -4.5% | -5.2% | 8.9% | -14.9%

No. | EPAC2 antag | TDP43 rescue | EPAC2 agonist | PTHR1 ag
1 | 1.2% | -9.3% | -0.8% | i
2 | -3.3% | -5.8%[0.397 µM] | 4.8% | -2.5%
3 | -9.0% | 4.7% | 11.5% | ?
4 | 2.7% | -0.9% | 9.6% | -6.7%[57.5 µM]
5 | -7.2% | 8.6% | -0.7% | -8.1%
6 | -1.0% | 12.5% | 5.3% | -14.7%
7 | -10.9% | 5.1% | 2.1% | -10.2%
8 | 5.5% | ? | 9.1% | i
9 | -1.7% | -16.4% | -16.2% | -2.1%[57.5 µM]
10 | 3.8% | -1.3% | 9.3% | ?

A draw from above in order of molar mass, smallest number first:
No. | structure | aSyn rescue | EPAC1 antagonist | FUS yeast rescue | EPAC1 ag
2 | COc1ccc(N2CC(C(=O)N/N=C/c3ccc(C)cc3)CC2=O)cc1 (configuration not stated) | 6.6% | 1.8% | 0.1% | -2.6%
3 | O=C(CN1CCN(c2ccc(O)cc2)CC1)NC(c1ccccc1)c1ccccc1 | 8.0% | 2.5% | 37.2% | 13.7%
5 | CCOc1ccccc1/C=N/NC(=O)c1nnn(-c2nonc2N)c1CN1CCCCCC1 | -1.5% | -21.4% | 26.7% | -7.9%
7 | CCOc1ccccc1NC(=O)c1cc(-c2cc(OC)c(OC)c(OC)c2)nc2ccccc12 | 9.0% | -7.6% | 18.2% | 1.9%

No. | EPAC2 antag | TDP43 rescue | EPAC2 agonist | PTHR1 ag
2 | -3.3% | -5.8%[0.397 µM] | 4.8% | -2.5%
3 | -9.0% | 4.7% | 11.5% | ?
5 | -7.2% | 8.6% | -0.7% | -8.1%
7 | -10.9% | 5.1% | 2.1% | -10.2%

Further structures follow:
No. | structure | aSyn rescue | EPAC1 antagonist | FUS yeast rescue | EPAC1 ag
11 | CCC(=O)N1CCCC(C(=O)c2ccc(-c3ccccc3)cc2)C1 (configuration not stated) | 0.4% | -10.0% | 27.0% | 5.1%
12 | COc1ccc(CCN2CC(C(=O)O)CC2=O)cc1OC (configuration not stated) | -5.8% | 5.0% | 20.0% | -1.0%
13 | COCCC(=O)N1CCC(Oc2ccc(C(=O)NCCn3cccn3)cc2)CC1 | 2.0% | 11.1% | . | 9.9%
14 | Cc1cc(/C(N)=N/OC(=O)Nc2ccccc2)no1 | 0.0% | 4.2% | -2.5% | -0.4%
15 | Cc1nn(C2CCS(=O)(=O)C2)c(C)c1CN(C)C(=O)c1cccc(Cl)c1 (configuration not stated) | 1.1% | 12.0% | -20.8% | 11.8%
16 | CCOc1ccc2nc(Cl)c(CN(C(C)=O)C3CCCCC3)cc2c1 | -4.7% | 0.9% | 20.0% | 2.9%
17 | Cc1ccc(S(=O)(=O)N2CCOCC2)cc1C(=O)NCC1CCCCC1 | 5.7% | 1.2% | . | -14.4%
18 | Cc1cccc(C2=NN(c3ccc(Br)cc3)[C@@H](C(=O)N3CCOC3=O)[C@@H]2C)c1 | ? | -17.4% | 38.7% | 0.5%
19 | O=C(NCc1cccnc1)c1ccc(CN2CCc3ccccc3C2)cc1 | -2.3% | 6.0% | 11.7% | -2.9%
20 | c1ccc(Cn2cnc3ccccc32)cc1 | -9.1% | 5.2% | -10.7% | 8.0%
21 | Cc1cc2nc(-c3ccccc3O)[nH]c2cc1C | 1.4% | 19.3% | 0.4% | 3.6%
22 | Cc1cc(S(=O)(=O)Nc2ccc3ccccc3c2)c(C)s1 | 17.8µM* | -27.4% | 17.3% | 21.8%
23 | COc1ccc(Cl)cc1C(=O)NNC(=O)c1nn(C)c(=O)c2ccccc12 | -9.0% | -14.5% | -1.1% | -6.3%

No. | EPAC2 antag | TDP43 rescue | EPAC2 agonist | PTHR1 ag
11 | -0.9% | 21.0% | 9.9% | -25.6%
12 | 7.0% | -6.6% | -3.6% | -16.6%
13 | 2.3% | -11.5% | 0.4% | -15.6%
14 | 12.9% | -20.2% | 2.2% | i
15 | 3.7% | 18.5% | 9.3% | -25.3%
16 | -7.4% | 6.4% | 10.9% | -12.4%
17 | -1.0% | 16.2% | -1.7% | -20.7%
18 | -15.1% | 11.4% | 8.4% | -27.2%
19 | 5.4% | -9.6% | -5.6% | i
20 | -1.0% | -5.7% | 9.0% | -42.6%[inhibitor]
21 | 12.6% | -5.6% | 3.5% | -19.9%
22 | -29.7% | ? | 27.8% | -8.9%
23 | 1.2% | -1.2% | -1.8% | i

3 entries out of the list above, arranged by the value under EPAC2 antag, low to high:
cpd | SMILES | EPAC2 antag
19 | O=C(NCc1cccnc1)c1ccc(CN2CCc3ccccc3C2)cc1 | 5.4%
12 | COc1ccc(CCN2CC(C(=O)O)CC2=O)cc1OC (configuration not stated) | 7.0%
21 | Cc1cc2nc(-c3ccccc3O)[nH]c2cc1C | 12.6%
